Pf apPOL inh: Pf-apPOL DNA polymerase inhibition | Recombinant Pf-apPOL, molecular beacon fluorescence, 1.5 h | inhibition, % at 10 µM | 210,000 tested, 0.25% active | AID 1794808
mHTT CaM bind: mHTT-calmodulin interaction abrogation; P42858; AlphaScreen His-mHTT/GST-CaM binding, luminescence; inhibition, % at 15 µM; 190,000 tested, 3.6% active;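 also: 0% = both proteins with DMSO and 100% = one protein alone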
The depositor's hits bear a star; i = inactive; / = no result given; & = joins results of further samples. Rule as the data show it: active = inhibition above about 50%; inactive = the rest.

SMILES	Pf apPOL inh	mHTT CaM bind
N#CC1=C(N)N(c2ccccc2F)C2=C(C(=O)CCC2)C1c1cccc([N+](=O)[O-])c1 (centres undefined)	-4	29
c1ccc(-c2nnc(SC3CCCC3)nc2-c2ccccc2)cc1	/	4
COc1ccc(Br)cc1C=Nc1c(C)n(C)n(-c2ccccc2)c1=O	-10	5
CCCc1[nH]nc2c1C(c1ccc([N+](=O)[O-])cc1)C(C#N)=C(N)O2 (centres undefined)	-3&-8	2&20
C/C(=C\C#N)CCc1ccccc1	-1	-9
CCCn1cc2c3c(cccc31)CN(C(=O)Nc1cccc(OC)c1)CC2	-2	1
CNC(=O)c1ccsc1NC(=O)c1ccc(Cl)s1	3	-21
Cc1cccc(C2CCCN2C(=O)c2c(Br)cnn2C)c1 (centres undefined)	-2	-4
COc1ccc(/C=C2/C(=N)N3N=C(C(F)(F)F)SC3=NC2=O)c(OC)c1OC	-4	0
Cc1cccc(NC(=O)c2cc3n(n2)C(C(F)(F)F)CC(c2ccc4c(c2)OCO4)N3)c1C (centres undefined)	-4	-1
CC(C)(C)CC(C)(C)NCC(O)COCC12CC3CC(CC(C3)C1)C2 (centres undefined)	-8	19
O=C(CN(c1ccc(F)cc1)S(=O)(=O)c1ccccc1)N1CCCC1	-1	2
O=C1CSC(c2ccc(Br)cc2)N1Cc1ccco1 (centres undefined)	-1	1
COc1cccc(-c2nnc(NC(=O)c3ccc(S(=O)(=O)N4COCC4(C)C)cc3)o2)c1	-5	22
CC(C)(C)C(=O)NCCC(O)c1cccc2ccccc12 (centres undefined)	-11	-1
O=c1[nH]c2c(s1)C1c3ccccc3OC3CCCC(S2)C31 (centres undefined)	-52	52*
CN1c2ccccc2C(=O)NC12CCN(C(=O)NCc1cccc(F)c1)CC2	-8	-11
Cc1ccccc1/C=C1\N=C(c2ccccc2Cl)OC1=O	0	5
COc1ccc2c(c1)nc(SCC(=O)c1cccs1)n2C	5	5
CCN(CC)CCCNC(=O)c1cn(C2CCCC2)c(=O)c2c1c1ccccc1n2C	0	4
O=c1[nH][nH]c(=S)n1-c1cccc(Cl)c1	32	/
CCOc1ccc(C2C(C(N)=O)=C(C)Nc3nc(-c4ccccc4Cl)nn32)cc1OC (centres undefined)	-3	3
Cc1ccc(NC(=O)c2cc(C(C)C)n3nccc3n2)c(F)c1	-3	-21
CCc1nnc2ccc(-c3noc(-c4cc(F)ccc4F)n3)cn12	5	1
COc1ccc2c(c1)CN1C(=O)N(CC(C)C)S(=O)(=O)CC21 (centres undefined)	-2	-1

An excerpt of these results, field by field:
> CCN(CC)CCCNC(=O)c1cn(C2CCCC2)c(=O)c2c1c1ccccc1n2C
- Pf apPOL inh: 0
- mHTT CaM bind: 4

> CCOc1ccc(C2C(C(N)=O)=C(C)Nc3nc(-c4ccccc4Cl)nn32)cc1OC (centres undefined)
- Pf apPOL inh: -3
- mHTT CaM bind: 3

Continued:
SMILES	Pf apPOL inh	mHTT CaM bind
O=c1c(NCC2CCCCC2)nc2ccncc2n1Cc1ccccc1	-4	2
O=C(C1=CN(c2ccccc2)c2ccccc2S1(=O)=O)N1CCCC1	0	0
O=C(c1cc(-c2ccc3c(c2)OCCO3)on1)N1CCN(Cc2ccccc2)CC1	10	4
O=C(Cc1ccccc1)NC1CCCCCC1	-4	-5
Cc1ccc(C2C=C(c3cccc(Br)c3)Nc3nnnn32)cc1 (centres undefined)	-6	-1
O=C1CC(N2CCC(Cc3ccccc3)CC2)C(=O)N1c1ccccc1 (centres undefined)	4	5
COc1ccccc1NC(=O)c1cc(S(=O)(=O)N(C)Cc2ccccc2)ccc1F	-3	1
O=C(NCc1csc(C2CCN(C(=O)c3cccc(Cl)c3)CC2)n1)C1CC1	-1	14
COc1ccccc1C(=O)Nc1cccc2nsnc12	-12	-22
O=C(CN1C(=O)c2ccc([N+](=O)[O-])cc2C1=O)Nc1cc(Cl)ccc1C(=O)O	-2	-3
COc1ccc([C@@H]2C[C@@H](c3ccccc3)Oc3cc(C)cc(C)c32)cc1	-6	-8
Cc1oc(C2CCN(C(=O)CC3CCCC3)CC2)nc1C(=O)N1CCOCC1	0	-3
Cc1sc2ncnc(N3CCCC3)c2c1C	-5	0
Cc1cc(OCCNCCO)ccc1C(C)C	-7	-6
CCCC(=O)NC(c1ccc(N(C)C)cc1)c1cc(Cl)c2cccnc2c1O (centres undefined)	-2	43
CCOC(=O)C/C(C)=N/Nc1nc2sc(C)c(C)c2c(=O)[nH]1	/	i
O=C(Cn1cnc2c(oc3ccccc32)c1=O)Nc1ccc2c(c1)CCC2	4	0
c1cc(Nc2cccc3nccnc23)c2nccnc2c1	-13	22
O=C(CC(c1ccccc1)c1ccccc1)NCCn1nc(-c2ccco2)ccc1=O	32	69*
Cc1cc(-n2cnc(-c3cn(C)nc3C)n2)no1	-2	/
COc1cccc(CNC(=O)C2(C)CCCN(C(=O)NCCc3ccccc3)C2)c1 (centres undefined)	4	-5
CCCC(=O)Nc1ccccc1NC(=O)c1ccc(C)c(C)c1	3	-4
O=c1cc(-c2ccccc2)nc(NO)[nH]1	4	-4
CCc1ccc(C2CC(c3cccc(OC)c3)Nc3ncnn32)cc1 (centres undefined)	1	-4
COc1ccc(S(=O)(=O)Nc2ccc(I)cc2C)cc1	-5	-19
The results go on.
SMILES	Pf apPOL inh	mHTT CaM bind
O=C(Nc1ccc(N2CCCS2(=O)=O)cc1)NC(c1ccccc1)c1ccccc1	-5	47
Cc1csc(NC(=O)c2ccco2)c1C(=O)c1ccccc1	-3	/
CCCCCC(=O)N(CN1C(=O)c2ccccc2C1=O)c1cccc(C(=O)O)c1	0	6
O=C(Cc1ccc([N+](=O)[O-])cc1)Nc1ccc2c(c1)OCO2	-6	2
O=c1cc2cc(O)[nH]c(=O)c2c(O)[nH]1	-5	20
COc1ccc(C2=N/C(=C\c3ccc(Br)cc3)C(=O)O2)c(Br)c1	-7	-3
COc1ccc(C2C3=C(CCC(C)(C)C3=O)OC3=C2C(=O)C(C)(C)CC3)cc1	-2	0
CCNc1nc(SCCOc2ccc(C)cc2)nc(N(C)C)n1	-7	-16
CSc1nnc(-c2ccc(S(=O)(=O)n3nc(C)c(Br)c3C)s2)n1C	2	/
C/C=C(\CS(=O)(=O)c1ccccc1)S(=O)(=O)c1ccccc1	5	0
O=C(c1ccncc1)N1CC(C(=O)N2CCN(c3ccccn3)CC2)C2(CCCCC2)C1 (centres undefined)	-3	11
CCN1c2ccccc2C(=O)NC12CCN(C(=O)c1ccc(Br)cc1)CC2	-3	-5
COc1cccc(-c2nnc(NC(=O)c3ccc(S(=O)(=O)N4CCC(C)CC4)cc3)o2)c1	-3	3
COc1ccc(NC(=O)Cn2[nH]c(-c3ccc(F)cc3)cc2=O)c(C)c1	5	10
Fc1ccc(-n2cccc2)cc1Cl	/	-4
c1ccc(-c2nc3nonc3nc2-c2ccccc2)cc1	0	16
Cc1cccc(C(=O)N2CCN(C(C(=O)NC(C)C)C3CCCC3)CC2)c1 (centres undefined)	0	2
O=C(c1ccccc1Br)N1CCCCCC1	-4	-1
Cn1c(=O)c2c(nc(Oc3ccc4c(c3)OCO4)n2Cc2ccccc2)n(C)c1=O	-3	-1
O=C1NC(=O)/C(=C\c2ccc(OCc3ccc([N+](=O)[O-])cc3)c(Br)c2)N1	2	10
COc1cccc(CNC(=O)C2(C)CCCN(S(=O)(=O)c3ccc(Cl)s3)C2)c1 (centres undefined)	-2	-2
CCOc1ccc(NC(=Nc2nc(C)cc(C)n2)NC(=O)CC)cc1	-2	-2
O=S1(=O)c2ccc(N3CC[C@@H](O)C3)cc2O[C@@H]2CCN1C2	4	-11
Cc1ccc(O)c(N=Cc2cc(Br)cc(Cl)c2O)c1	-5	41
COc1ccc(NC(=O)CCS(=O)(=O)c2cccc3nsnc23)c(OC)c1	3	8
Later entries
SMILES	Pf apPOL inh	mHTT CaM bind
O=C(COc1ccc([N+](=O)[O-])cc1)Nc1ccc(-c2nc3ccccc3s2)c(O)c1	-1	-5
CC(=O)Nc1cccc2nc(C)ccc12	-1	-10
COC(=O)Nc1nc(CC(=O)Nc2nc3c(s2)CCCC3)cs1	-10	-3
O=C(Cc1cccs1)N1CCC(c2nc(C3CC3)n[nH]2)CC1	5	13
COc1cc(C2c3cccn3CCN2C(=O)Nc2c(F)cccc2F)cc(OC)c1OC (centres undefined)	0	5
COc1ccc(C2C=C(c3ccc(F)cc3)Nc3nnnn32)cc1 (centres undefined)	4	-10
CC1=NN(c2ccccc2)C(=O)/C1=C/c1ccccc1OCc1ccc(C(=O)O)cc1	-2	-1
Cc1ccc(-n2nc3c(c2NC(=O)C2CC2)CSC3)c(C)c1	4	33
CN(C)CCNC(=O)c1cn(C2CCCC2)c(=O)c2c1c1ccccc1n2C	1	1
COc1ccc(N2C(=O)C3C4C=CC(C4)C3(C)C2=O)cc1 (centres undefined)	0	4
O=C(Cc1cc(-c2cc3ccccc3o2)on1)Nc1ccc2c(c1)OCCO2	2	4
COc1cc(C(=O)Nc2ccc(-c3nc4cc(C)ccc4o3)c(O)c2)cc(OC)c1OC	-1	33
COc1ccccc1N1CCN(C(=O)CC2CSc3nc4c(c(=O)n32)CCC4)CC1 (centres undefined)	-10	-4
Cc1ccc(C=C2Oc3cc(OCc4ccc([N+](=O)[O-])cc4)ccc3C2=O)o1	3	8
COc1ccc(OC)c(NC(=O)c2cc3cc4ccc(C)cc4nc3o2)c1	-10	-3
CCNC(=O)C1CCCN1C(=O)c1ccc(C)cc1 (centres undefined)	1	2
COc1ccc(-n2nc(C(=O)N3CCN(c4ccccn4)CC3)c3ccccc3c2=O)c(OC)c1	-6	-4
Cc1ccc2nsnc2c1NC(=O)c1ccc([N+](=O)[O-])cc1	-4	-4
CC(C)(C)NC(=O)N1CCC(n2c(-c3cccs3)nc3cccnc32)C1 (centres undefined)	-6	-8
O=C(O)c1oc(=O)c2ccccc2c1-c1ccccc1	-13	-10
CC(=O)N1CCc2sc(S(=O)(=O)N3CCN(c4ccccc4C)CC3)cc2C1	-3	23
COc1ccc2c(c1)c(CN1CCC(C(=O)NCCCN3CCOCC3)CC1)cn2C	-4	7
N#CC1=C(N)N(c2c(F)cccc2F)C2=C(C(=O)CCC2)C1c1ccccc1F (centres undefined)	-3	8
O=C(Nc1cccc(Br)c1)C1C(c2ccccc2)=C1c1ccccc1	-1	1
COc1ccc(S(=O)(=O)n2nc(C)cc2C)cc1[N+](=O)[O-]	-5	-3

Not a retest: 24 of the compounds above.
SMILES	Pf apPOL inh	mHTT CaM bind
Cc1ccc(O)c(N=Cc2cc(Br)cc(Cl)c2O)c1	-5	41
COc1ccc(NC(=O)CCS(=O)(=O)c2cccc3nsnc23)c(OC)c1	3	8
O=C(COc1ccc([N+](=O)[O-])cc1)Nc1ccc(-c2nc3ccccc3s2)c(O)c1	-1	-5
CC(=O)Nc1cccc2nc(C)ccc12	-1	-10
COC(=O)Nc1nc(CC(=O)Nc2nc3c(s2)CCCC3)cs1	-10	-3
O=C(Cc1cccs1)N1CCC(c2nc(C3CC3)n[nH]2)CC1	5	13
COc1cc(C2c3cccn3CCN2C(=O)Nc2c(F)cccc2F)cc(OC)c1OC (centres undefined)	0	5
COc1ccc(C2C=C(c3ccc(F)cc3)Nc3nnnn32)cc1 (centres undefined)	4	-10
CC1=NN(c2ccccc2)C(=O)/C1=C/c1ccccc1OCc1ccc(C(=O)O)cc1	-2	-1
Cc1ccc(-n2nc3c(c2NC(=O)C2CC2)CSC3)c(C)c1	4	33
CN(C)CCNC(=O)c1cn(C2CCCC2)c(=O)c2c1c1ccccc1n2C	1	1
COc1ccc(N2C(=O)C3C4C=CC(C4)C3(C)C2=O)cc1 (centres undefined)	0	4
O=C(Cc1cc(-c2cc3ccccc3o2)on1)Nc1ccc2c(c1)OCCO2	2	4
COc1cc(C(=O)Nc2ccc(-c3nc4cc(C)ccc4o3)c(O)c2)cc(OC)c1OC	-1	33
COc1ccccc1N1CCN(C(=O)CC2CSc3nc4c(c(=O)n32)CCC4)CC1 (centres undefined)	-10	-4
Cc1ccc(C=C2Oc3cc(OCc4ccc([N+](=O)[O-])cc4)ccc3C2=O)o1	3	8
COc1ccc(OC)c(NC(=O)c2cc3cc4ccc(C)cc4nc3o2)c1	-10	-3
CCNC(=O)C1CCCN1C(=O)c1ccc(C)cc1 (centres undefined)	1	2
COc1ccc(-n2nc(C(=O)N3CCN(c4ccccn4)CC3)c3ccccc3c2=O)c(OC)c1	-6	-4
Cc1ccc2nsnc2c1NC(=O)c1ccc([N+](=O)[O-])cc1	-4	-4
CC(C)(C)NC(=O)N1CCC(n2c(-c3cccs3)nc3cccnc32)C1 (centres undefined)	-6	-8
O=C(O)c1oc(=O)c2ccccc2c1-c1ccccc1	-13	-10
CC(=O)N1CCc2sc(S(=O)(=O)N3CCN(c4ccccc4C)CC3)cc2C1	-3	23
COc1ccc2c(c1)c(CN1CCC(C(=O)NCCCN3CCOCC3)CC1)cn2C	-4	7

Additional records.
SMILES	Pf apPOL inh	mHTT CaM bind
O=c1[nH]nc(Cc2ccncc2)c2ccccc12	0	-2
Cc1ccc(NC(=O)c2cccs2)c(C)c1	3	0
Cc1ccc(NC(=O)N2CCCC(CC(=O)N3CCN(c4ccccc4)CC3)C2)cc1 (centres undefined)	-6	2
CCCc1cc(C2CCCN2C(=O)c2cc(-c3ccc(F)cc3)on2)no1 (centres undefined)	-1	-3
Cc1cc(C)cc(-n2ccnc2SCC(=O)Nc2cccc(C(F)(F)F)c2)c1	4	52*
O=C(NCc1ccco1)C1CN(S(=O)(=O)c2ccccc2)CC12CCCCC2 (centres undefined)	0	5
COc1ccccc1CNC(=O)C(C)C1CCN(S(=O)(=O)c2c(C)noc2C)CC1 (centres undefined)	2	2
O=[N+]([O-])c1ccc(CN2CCN(C3CCN(Cc4ccccc4)CC3)CC2)cc1	-8	3
CCOc1c(OC)cccc1-c1nc2cc(C)cc(C)c2o1	2	-20
Cc1cc(C)c2c(N)c(C(=O)NN3CC(=O)N(c4ccccc4)CC3=O)sc2n1	-8	/
CC(C)(C)NC(=O)N1CCC(CNC(=O)C2(c3cccs3)CCCC2)CC1	-2	1
Cc1ccc(NS(=O)(=O)c2cc3n(c2)CCCNC3=O)cc1	3	-4
COc1cc(C(=O)Nc2cccc(NC(=O)c3ccccc3)c2)cc(OC)c1OC	-1	52*

Screening data as filed in PubChem BioAssay.
